GPR55 beta-arrestin = GPR55 agonists via beta-arrestin recruitment, primary screen, imaging, U2OS cells, beta-arrestin-GFP redistribution (AID 1961) | G-protein coupled receptor 55 (Homo sapiens) | U2OS GPR55 beta-arrestin-GFP redistribution imaging; higher % means a stronger effect | one-dose activation, % at 10 µM; EC50 in µM for titrated hits | 0.048% of 290,000 active;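 active means activation above 40% with more than 50 cells counted in the well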;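 further: U2OS osteosarcoma cells stably expressing GPR55 and beta-arrestin-GFP; plate controls were DMSO negative control for no effect and LPI positive control for full effect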
GPR35 antagonists = GPR35 antagonists blocking zaprinast-driven arrestin recruitment, primary screen, imaging, U2OS, beta-arrestin-GFP, zaprinast agonist (AID 2058); U2OS GPR35 beta-arrestin-GFP translocation imaging, zaprinast antagonism; higher % means a stronger effect; G-protein coupled receptor 35 (Homo sapiens); inhibition, % at 10 µM; hits with a dose series show IC50 in µM; 0.052% of 290,000 active;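 active means inhibition of at least 50% with at least 30 cells and total cytoplasm GFP at most 10,000,000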
Lipid droplet = inhibitors of hepatocyte lipid droplet formation, primary screen, imaging, high-throughput imaging, BODIPY stain. AID 1656, 2009. AML12 mouse hepatocytes, oleate lipid droplets. 0.4% of 240,000 active. inhibition, % at 6.5 µM;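 active means lipid droplet intensity inhibited by at least 50%, with more than 500 cells counted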
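Material – mouse AML12 hepatocyte cell line, fixed after treatment · Compound dosing – one dose, 6.5 µM compound · Times – compound with oleate, overnight · Measured by – Image-based BODIPY and DAPI two-channel analysis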
T cell modulator = modulators of CD8 T cell-vesicle binding, primary screen, mouse 2C CD8+ T cells, flow cytometry | calls only at 7 µM | 0.068% of 330,000 active | 2C CD8+ T cell-vesicle binding; hits give low values;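 active means response, share of CD8 T cells binding vesicles, and their 90th percentile fluorescence all below set limits, cut at about 80% in these data, passing the limit was not always enough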
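Test system: purified 2C TCR transgenic mouse naive CD8+ T cells. Probe or stimulus: QL9-peptide-loaded Drosophila micro-vesicles bearing Ld, ICAM-1 and B7-1. Incubation: binding step 1.5 h, 37 °C, antibody labelling 20 min, ice. Measured by: flow cytometry of vesicle-bound cells.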
SV40 large T antigen = SV40 large T antigen inhibitors, biochemical (AID 1903); inhibition, % at 20 µM, or IC50 in µM where a hit was titrated; 0.39% of 310,000 active; SV40 large T antigen ATPase/helicase inhibition assay; higher % means a stronger effect; in the data active means a potency from the dose series; further: strong numbers were not always called active
Rac1 GTP hydrolysis = MgcRacGAP GTPase-activating activity inhibitors, confirmation, biochemical, ADP Hunter fluorescence; Rac GTPase-activating protein 1 (Homo sapiens); 0.6% of 340,000 active; MgcRacGAP-stimulated Rac1 GTP hydrolysis, ADP Hunter fluorescence; higher % means a stronger effect; GST-tagged Rac1 F28L mutant substrate; one-dose inhibition, % at 30 µM; IC50 in µM for titrated hits;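 active means first-screen hits whose inhibition reached a set limit at any dose in the follow-up dose series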;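 further: fluorescence reports GDP produced by GAP-driven GTP hydrolysis; strong numbers were not always called active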
NTR1 ag = agonists of NTR1, primary screen, imaging, U2OS cells, beta-arrestin-GFP, high content (AID 493036); NTR1-U2OS beta-arrestin-GFP spot imaging, agonist mode; 0.17% of 330,000 active; activation, % at 20 µM; Neurotensin receptor type 1 (Homo sapiens), P30989;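 active means activation at or above 40% of the spot to cytoplasm intensity ratio, with at least 20 cells analyzed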;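 further: 0% = DMSO without peptide and 100% = 100 nM NTR1 peptide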
Target sequence (P30989 whole entry, looked up): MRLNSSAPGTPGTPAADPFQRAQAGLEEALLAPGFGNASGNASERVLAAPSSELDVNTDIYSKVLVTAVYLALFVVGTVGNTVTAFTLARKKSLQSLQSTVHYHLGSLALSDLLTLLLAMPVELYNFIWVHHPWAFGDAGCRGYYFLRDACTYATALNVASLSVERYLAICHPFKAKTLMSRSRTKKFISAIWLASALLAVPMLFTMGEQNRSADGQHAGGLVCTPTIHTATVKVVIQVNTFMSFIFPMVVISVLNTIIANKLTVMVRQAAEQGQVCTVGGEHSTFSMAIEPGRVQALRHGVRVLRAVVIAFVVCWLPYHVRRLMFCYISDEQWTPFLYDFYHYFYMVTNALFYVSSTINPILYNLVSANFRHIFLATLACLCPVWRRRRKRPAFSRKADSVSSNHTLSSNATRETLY
LYP phosphatase = inhibitors of LYP phosphatase, biochemical, fluorescence intensity, uHTS (AID 1779); inhibition, % at 11.5 µM; hits with a dose series show IC50 in µM; Tyrosine-protein phosphatase non-receptor type 22 (Homo sapiens); recombinant LYP phosphatase, fluorescence intensity; higher % means a stronger effect; 0.054% of 290,000 active; in the data active means inhibition above about 50%;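 further: plate controls were vehicle with enzyme for no effect and no enzyme for full effect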
GPR55 LPI antagonism = GPR55 antagonists blocking LPI-driven arrestin recruitment, primary screen, imaging, U2OS, beta-arrestin-GFP, LPI agonist (AID 2013); G-protein coupled receptor 55 (Homo sapiens); U2OS GPR55 beta-arrestin-GFP translocation imaging, LPI antagonism; higher % means a stronger effect; 0.13% of 290,000 active; inhibition, % at 10 µM, or IC50 in µM where a hit was titrated;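 active means spots per cell inhibited over 60%, with over 100 cells counted and total cytoplasm intensity under 500,000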;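 further: U2OS cells stably carrying GPR55 and arrestin-GFP stimulated by 5 µM LPI near EC80; imaged beta-arrestin-GFP aggregate spots per cell after agonist stimulation; plate controls were LPI-stimulated DMSO wells for no effect and DMSO wells without LPI for full effect; some results filed as inactive read as strong as hits; confirmed hits need IC50 under 10 µM and bright autofluorescent wells are also inconclusive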
Lipid droplet cells 6.5 µM = second read-out of Lipid droplet, no call of its own (marks repeat the call); cell count; measured here: cell count, cytotoxicity flag;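 cells counted across two imaged fields per well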
T cell modulator vesicle-bound % = recorded beside T cell modulator, whose call it bears; double positive events, %; measured here: CD8+ vesicle-bound cell fraction;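 binding gate set so that unloaded-vesicle control wells show 10% double positive cells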
NTR1 ag cell count 20 µM = second read-out of NTR1 ag, no call of its own (marks repeat the call); cell count; measured here: cell count, cytotoxicity flag
Starred values were filed as active, the others as inactive; i = inactive; nt = not tested or not shown.

SMILES | GPR55 beta-arrestin | GPR35 antagonists | Lipid droplet | Lipid droplet cells 6.5 µM | T cell modulator | T cell modulator vesicle-bound % | SV40 large T antigen | Rac1 GTP hydrolysis | NTR1 ag | NTR1 ag cell count 20 µM | LYP phosphatase | GPR55 LPI antagonism
CC(=O)c1cc(C(=O)Nc2ccc3ccccc3c2)c(C)o1 | -0.4% | 19% | 2 | 760 | i | 34 | 4% | 4% | 2.9 | 44 | -11% | 13%
CCOc1ccc(NS(=O)(=O)c2cc(Cl)ccc2OC)cc1 | -0.1% | -10% | 0 | 751 | i | 8 | 3% | 10% | 1.6 | 30 | 5% | -1%
N=c1n(CCOc2ccccc2)c2ccccc2n1CCN1CCOCC1 | -0.2% | 8% | nt | nt | i | 4 | 3% | 4% | 0.7 | 72 | -5% | 11%
CCOC(=O)N1CCN(c2c(NCCCN(C)c3ccccc3)c(=O)c2=O)CC1 | -0.1% | -5% | nt | nt | i | 26 | 10% | 7% | 1.7 | 87 | -8% | -2%
COC(=O)c1ccccc1NC(=O)Cc1ccccc1OC | 0.1% | -12% | -17 | 712 | i | 56 | 9% | 2% | -0.6 | 57 | -5% | 3%
CCOC(=O)N/N=C(\c1ccccc1)C(O)c1ccccc1 (centres undefined) | -0.1% | 4% | 4 | 720 | i | 36 | 2% | 4% | -1.7 | 72 | 2% | 15%
O=C(Nc1ccc(CN2CCOCC2)cc1)c1cccs1 | -0.1% | 0% | 7 | 738 | i | 33 | 0% | 3% | 1.9 | 61 | -4% | 14%
CCCCCn1c(=O)[nH]c2cc(C(=O)NCCCN3CCC(C)CC3)ccc2c1=O | 0.2% | -2% | nt | nt | i | 58 | 0% | 8% | -1.1 | 73 | -7% | 16%
NC(=O)c1cccc2cc3ccccc3cc12 | 0.2% | 2% | 0 | 659 | i | 58 | 10% | 4% | -0.1 | 62 | -6% | -3%
N/C(=N\N=C\c1cccc([N+](=O)[O-])c1)c1nonc1N | 0.3% | 5% | 1 | 693 | i | 18 | 13% | nt | 0.3 | 49 | -3% | -10%
CCc1ccc(S(=O)(=O)n2c(C)nc3ccccc32)cc1 | -0.1% | 0% | 9 | 836 | i | 35 | 7% | 11% | 2.2 | 49 | -8% | 2%
O=C(NCc1ccco1)c1cc(-c2cccs2)on1 | -0.1% | 18% | nt | nt | i | 25 | -1% | 2% | -0.1 | 68 | -7% | -3%
Nc1cccc2c1C(=O)N(C(=O)/C=C/c1cccc(Br)c1)C2=O | 0.1% | 10% | 1 | 706 | nt | nt | 22% | 7% | nt | nt | 3% | 10%
O=C(c1ccc(S(=O)(=O)N2CCCCC2)cc1)N(c1ccccn1)C1CCCCC1 | 0.3% | 3% | 15 | 725 | i | 14 | 9% | 9% | 0.2 | 63 | -2% | 2%
CCOc1ccc(CN(C)C(=O)CNC(=O)c2cc(OC)c(OC)c(OC)c2)cc1 | 0.0% | 4% | -3 | 835 | i | 45 | 26% | 8% | -0.2 | 84 | -3% | -3%
COc1ccc(S(=O)(=O)/C(C#N)=C/Nc2cccc(OC)c2)cc1 | -0.1% | -12% | -4 | 805 | i | 66 | 8% | 0% | 1.1 | 44 | -2% | -2%
CCCCC1OC23CCCCC2C(C#N)(C(=N)O3)C1(C#N)C#N (centres undefined) | -0.1% | -1% | nt | nt | i | 37 | 31% | 18% | -0.9 | 48 | -8% | 22%
COc1ccccc1C(=O)NNC(=O)Cc1ccccc1 | nt | -6% | nt | nt | i | 23 | 13% | 9% | -1.2 | 46 | -2% | 3%
O=C(NCCOc1ccccc1)c1ccccc1 | -0.1% | 8% | nt | nt | i | 37 | 8% | -3% | -1.3 | 81 | -6% | 6%
CO/N=C(/CS(=O)Cc1ccccc1Cl)c1ccc(Cl)cc1Cl (centres undefined) | -0.1% | 16% | nt | nt | i | 48 | 4% | 4% | 2.7 | 46 | 0% | 24%
O=C(COC(=O)CCCN=C1NS(=O)(=O)c2ccccc21)NC(=O)NC1CCCC1 | 0.1% | 1% | 7 | 731 | i | 36 | 3% | 3% | -0.4 | 44 | -4% | 3%
CC(=O)Nc1ccc(N2CCc3c(C)c(C#N)c4nc5ccccc5n4c32)cc1 | -0.4% | 0% | 5 | 582 | i | 47 | 6% | nt | 1.0 | 38 | -11% | 8%
CC(=O)Nc1ccc(S(=O)(=O)N[C@@H](C)C(=O)OCc2ccc(Cl)cc2)cc1 | 0.2% | 4% | 31 | 600 | i | 18 | 11% | 3% | 0.1 | 42 | 4% | 9%
Cc1ccc(N(CC(=O)N2CCn3c2nc2ccccc23)S(=O)(=O)c2c(C)n[nH]c2C)cc1 | 0.5% | 9% | nt | nt | i | 23 | 1% | 0% | -1.1 | 91 | -3% | 11%
O=C(Cn1cnc2c(nnn2Cc2ccccc2F)c1=O)OCc1ccccc1 | 0.3% | 18% | nt | nt | i | 37 | 4% | -2% | 1.1 | 54 | -8% | -4%
O=Cc1cn[nH]c1-c1cccc([N+](=O)[O-])c1 | -0.3% | -7% | 1 | 712 | i | 59 | 21% | 0% | 0.2 | 80 | -6% | -4%
CC1(C)CC(NC(=O)CSc2ccccc2)CC(C)(C)N1 | 0.6% | -3% | 3 | 694 | i | 35 | 4% | -24% | 4.6 | 93 | -11% | 15%
CN(C)S(=O)(=O)c1ccc(NC(=O)CNc2cc(S(=O)(=O)N3CCCC3)ccc2OCC(F)(F)F)cc1 | 0.3% | -5% | 20 | 538 | i | 45 | 8% | 7% | -0.7 | 66 | 2% | 7%
COc1ccc(-c2cc(C(F)(F)F)n3nc(C(=O)N4CCOCC4)c(Cl)c3n2)cc1 | -0.2% | 6% | nt | nt | i | 42 | 3% | 1% | 0.3 | 65 | -3% | -9%
Cc1cc([N+](=O)[O-])nn1CC(=O)N1CCCc2ccccc21 | -0.3% | -9% | -20 | 623 | i | 47 | 3% | 5% | -1.2 | 60 | -2% | 1%
CC1(C)C2CCC1(C)C(OC(=O)c1ccc(O)cc1)C2 (centres undefined) | 0.1% | -26% | -10 | 729 | i | 49 | 2% | 1% | 13 | 94 | 0% | 6%
Cc1cc(OCc2cn3cccnc3n2)ccc1Cl | 0.2% | 25% | 23 | 527 | i | 36 | 6% | 4% | -0.7 | 72 | -3% | 10%
O=C(CN1C(=O)CCS(=O)(=O)c2ccccc21)Nc1ccc2c(c1)OCCO2 | -0.5% | -2% | 0 | 717 | nt | nt | 8% | 10% | nt | nt | -5% | -7%
CCC(C)N(C(=O)c1csnn1)C(C(=O)NCc1ccc(F)cc1)c1ccccc1F (centres undefined) | -0.1% | 3% | 7 | 738 | i | 15 | 6% | 7% | 0.1 | 61 | -14% | 0%
Cc1cccc(-n2nnnc2SCC(=O)NCCN2C(=O)CSC2=O)c1 | 0.2% | 9% | nt | nt | i | 37 | 6% | 4% | -1.5 | 102 | -16% | 4%
O=C(O)c1ccc(S(=O)(=O)N(Cc2cccs2)CC2CCCO2)cc1 (centres undefined) | -0.3% | 0% | 0 | 636 | i | 50 | 7% | 0% | 2.1 | 65 | -6% | 5%
c1ccc(-c2cn(C[C@H]3CC[C@@H]([C@@H]4CC[C@H](Cn5cc(-c6ccccn6)nn5)O4)O3)nn2)nc1 | -0.1% | -9% | -6 | 789 | i | 24 | 22% | 4% | 3.6 | 54 | -14% | -1%
CC(=O)N(C)c1ccc(NC(=S)NC(=O)/C=C/c2ccco2)cc1 | -0.1% | 13% | -2 | 721 | i | 11 | 17% | 12% | -0.1 | 57 | -2% | -1%
O=C(CSc1nnc(C2COc3ccccc3O2)o1)NC1CCCCC1 (centres undefined) | -0.2% | -5% | 0 | 692 | i | 28 | 0% | 5% | -0.1 | 57 | -3% | 1%
O=C(Nc1ccccc1Cl)Nc1cccnc1Cl | -0.4% | -21% | 14 | 780 | i | 37 | 8% | 5% | 1.0 | 53 | -7% | 8%
Cc1ccc(N2CC(NC(=O)C(=O)c3c(C)[nH]c4ccccc34)CC2=O)cc1C (centres undefined) | nt | nt | nt | nt | i | 30 | 14% | -2% | 0.3 | 68 | nt | nt
CC(C)(C)NCCOCCOc1ccccc1-c1ccccc1 | -0.1% | 5% | 3 | 539 | i | 44 | 2% | 19% | -1.2 | 83 | -9% | 15%
Cc1nn(-c2ccc(C(=O)O)cc2)c(=O)c2ccccc12 | 0.0% | 10% | nt | nt | i | 36 | 3% | 5% | 1.4 | 76 | -8% | 7%
O=c1oc2cc(Cl)ccc2n1CSc1nc2ccccc2s1 | 0.0% | 0% | -1 | 811 | i | 42 | -21% | 9% | 4.5 | 50 | 6% | -8%

An excerpt from above with just T cell modulator, Rac1 GTP hydrolysis and GPR35 antagonists:
Structure	T cell modulator	Rac1 GTP hydrolysis	GPR35 antagonists
CC(=O)N(C)c1ccc(NC(=S)NC(=O)/C=C/c2ccco2)cc1	i	12%	13%
Cc1nn(-c2ccc(C(=O)O)cc2)c(=O)c2ccccc12	i	5%	10%
c1ccc(-c2cn(C[C@H]3CC[C@@H]([C@@H]4CC[C@H](Cn5cc(-c6ccccn6)nn5)O4)O3)nn2)nc1	i	4%	-9%
Cc1ccc(N2CC(NC(=O)C(=O)c3c(C)[nH]c4ccccc34)CC2=O)cc1C (centres undefined)	i	-2%	nt

Three of the entries above in order of their number in T cell modulator vesicle-bound %, largest number first:
SMILES | GPR55 beta-arrestin | GPR35 antagonists | T cell modulator | T cell modulator vesicle-bound % | SV40 large T antigen | Rac1 GTP hydrolysis | LYP phosphatase | GPR55 LPI antagonism
O=c1oc2cc(Cl)ccc2n1CSc1nc2ccccc2s1 | 0.0% | 0% | i | 42 | -21% | 9% | 6% | -8%
c1ccc(-c2cn(C[C@H]3CC[C@@H]([C@@H]4CC[C@H](Cn5cc(-c6ccccn6)nn5)O4)O3)nn2)nc1 | -0.1% | -9% | i | 24 | 22% | 4% | -14% | -1%
CC(=O)N(C)c1ccc(NC(=S)NC(=O)/C=C/c2ccco2)cc1 | -0.1% | 13% | i | 11 | 17% | 12% | -2% | -1%
